Screens from PubChem BioAssay.
MEX-5 binding – C. elegans MEX-5 TCR-2 RNA binding activity | AID 1832 | 300,000 compounds, 0.38% hits | MEX-5/FITC-TCR2 RNA binding, fluorescence polarization; active compounds read low | Q9XUB2 | activity score (negative = inhibition of binding), % at 10 µM;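 active = inhibition past about -25% in most replicates, and total fluorescence under double the plate's negative control median, limit read from the data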;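 note: 0% = DMSO and -100% = 5 µM competing unlabeled TCR2 RNA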
Target sequence (Q9XUB2 whole entry, looked up): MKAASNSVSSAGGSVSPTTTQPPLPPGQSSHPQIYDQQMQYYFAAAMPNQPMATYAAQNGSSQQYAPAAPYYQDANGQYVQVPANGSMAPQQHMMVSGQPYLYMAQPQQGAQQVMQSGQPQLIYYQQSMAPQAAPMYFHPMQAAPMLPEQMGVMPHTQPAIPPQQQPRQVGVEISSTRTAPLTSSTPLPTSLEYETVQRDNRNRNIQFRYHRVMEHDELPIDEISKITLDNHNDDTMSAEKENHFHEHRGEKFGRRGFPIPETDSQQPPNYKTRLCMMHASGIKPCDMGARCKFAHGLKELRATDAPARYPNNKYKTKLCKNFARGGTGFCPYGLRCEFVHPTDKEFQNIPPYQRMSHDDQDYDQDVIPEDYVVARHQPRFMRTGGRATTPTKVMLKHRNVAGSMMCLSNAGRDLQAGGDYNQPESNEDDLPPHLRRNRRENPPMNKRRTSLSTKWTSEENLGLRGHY
ZTA DNA inh – blocks Epstein-Barr virus ZTA, an EBNA-1 counter-screen; P03206; ZTA-DNA binding, fluorescence polarization; inhibition, % at 11 µM; 320,000 compounds, 0.15% hits; AID 2234; in the data active = inhibition above about 33%
MCL1-BIM inh – disrupts human MCL1 binding to BIM-BH3 peptide; Q07820; GST-MCL1 / FITC-Bim-BH3 fluorescence polarization; inhibition, % at 10.9 µM; 320,000 compounds, 0.68% hits; AID 2057;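 active = inhibition above the mean inhibition of all tested compounds plus 3 SD, set per campaign, cut at about 40% in these data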;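 note: 0% = DMSO wells and 100% = unlabeled Bim-BH3 peptide control; higher means more loss of mP so more displacement of Bim peptide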
Fam108B counter – counter-screen for RBBP9 inhibitors: inhibitors of mouse Fam108B. recombinant Fam108B, FP-Rh probe fluorescence polarization. inhibition, % at 9.51 µM. 300,000 compounds, 0.33% hits. AID 1947;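 active = inhibition above the screen mean inhibition plus 3 SD, computed separately per campaign, cut at about 18% in these data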;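 note: inhibitors lower polarization as less probe binds the enzyme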
BCLXL inh – inhibitors of human Bcl-xL; inhibition, % at 10.9 µM; GST-Bcl-xL / FITC-Bim BH3 peptide fluorescence polarization; 320,000 compounds, 0.7% hits; AID 2129; Q07817;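 active = inhibition above the mean of all tested compounds plus 3 SD, cutoff set per campaign, cut at about 30% in these data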;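 note: 0% = DMSO wells and 100% = unlabeled Bim-BH3 peptide competitor; inhibitors lower millipolarization by displacing the labeled peptide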
GLD-1 TGE inh – GLD-1-TGE RNA interaction inhibition (C. elegans) | purified GLD-1 + fluorescein TGE RNA, fluorescence polarization | inhibition, % at 5.96 µM | 320,000 compounds, 0.44% hits | AID 2280;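 active = percent inhibition above a per-plate cutoff, the plate mean of test compounds plus 3 SD, cut at about 30% in these data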;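 note: 0% = DMSO wells with GLD-1 and probe and 100% = wells lacking GLD-1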
Target sequence (Q17339 whole entry, looked up): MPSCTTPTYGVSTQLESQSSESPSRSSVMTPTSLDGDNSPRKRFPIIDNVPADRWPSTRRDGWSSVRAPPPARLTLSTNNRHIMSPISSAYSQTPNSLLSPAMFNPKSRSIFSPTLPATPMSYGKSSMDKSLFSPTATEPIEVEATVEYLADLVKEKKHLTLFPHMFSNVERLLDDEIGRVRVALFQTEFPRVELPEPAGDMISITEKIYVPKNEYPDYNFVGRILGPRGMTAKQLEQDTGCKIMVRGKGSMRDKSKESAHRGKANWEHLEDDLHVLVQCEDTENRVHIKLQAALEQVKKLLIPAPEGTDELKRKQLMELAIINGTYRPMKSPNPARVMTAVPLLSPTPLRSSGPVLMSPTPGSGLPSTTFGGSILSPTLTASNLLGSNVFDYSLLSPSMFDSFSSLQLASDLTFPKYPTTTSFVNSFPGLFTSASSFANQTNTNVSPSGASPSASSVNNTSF
Efflux pump inh – antifungal efflux pump inhibition, Nile Red retention; inhibition, % at 10 µM; AID 485275; S. cerevisiae Candida pump triplex; 330,000 compounds, 0.44% hits;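 active = plate passing quality check with inhibition over a set limit, or well fluorescence over plate mean plus 4 SD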;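 note: Nile Red retained in pooled yeast measured as flow cytometry median fluorescence; 0% = buffer negative control and 100% = Enniatin B positive control; higher means more Nile Red kept so more efflux inhibition; some compounds called inactive have numbers as strong as hits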
CR mimetic SO – caloric restriction mimetics inhibiting age-related superoxide in yeast. S. cerevisiae aged cells, superoxide DHE fluorescence; active compounds read low. superoxide response (% of plate mean), % at 10 µM. 330,000 compounds, 0.18% hits;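 active = superoxide response under a set limit, about three screen SD below normal, cut at about 65% in these data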;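 note: yeast aged for seven days with compound at 30 °C before DHE staining; 100% = average MFI of all compound-treated wells on the plate with controls excluded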
EBNA-1 inh – blocks EBNA-1 binding to DNA; EBNA-1 DNA binding, fluorescence polarization; inhibition, % at 14.8 µM; 300,000 compounds, 0.34% hits; AID 1950; in the data active = inhibition above about 28%
* hit, by the source's call; · = not tested or not shown.

SMILES	MEX-5 binding	ZTA DNA inh	MCL1-BIM inh	Fam108B counter	BCLXL inh	GLD-1 TGE inh	Efflux pump inh	CR mimetic SO	EBNA-1 inh
COc1cc(C(=O)N2CCN(C(=O)C(Cc3cc(C)ccc3C)NC(C)=O)CC2)cc(OC)c1OC (stereo not drawn)	-1.8	7	-1	1	2	1	0.1	116	-1
CN1CCN(C(=O)CCC(=O)c2ccc(F)cc2)CC1	2.4	6	4	0	4	-1	0.1	111	-5
CC(C)CNC(=S)NNC(=O)CC(C)O (stereo not drawn)	0.1	-2	8	4	2	6	0.0	138	-9
COc1nc(N2CCOCC2)nc(-n2cccc2)n1	-2.9	2	2	-2	6	2	-0.1	95	4
O=C(c1cc(=O)[nH]c2ccccc12)N1CCc2ccccc2C1	0.2	7	5	1	5	4	0.0	110	-1
CN1CCN(C(CNC(=O)C(=O)NC2CCCC2)c2ccc(F)cc2)CC1 (stereo not drawn)	0.4	-21	-2	1	4	-2	-0.1	101	-2
NC(=O)CC(NC(=O)c1ccccc1)c1ccc(NCCN2CCOCC2)c([N+](=O)[O-])c1 (stereo not drawn)	-2.5	-6	-2	3	1	2	-0.1	89	-12
CC(C)C[C@@H](CSc1ccc(Br)cc1)N1CCN(CC(C)C)CCC1=O	0.3	-6	-1	0	-2	-1	·	·	-1
NC(=O)CCN(C1CCCCC1)S(=O)(=O)c1cccc2nsnc12	1.4	11	2	2	2	0	-0.1	98	10
CCc1nn2cc(C(=O)c3cc(C)ccc3O)cnc2c1-c1ccc(F)cc1	2.8	0	4	-6	2	-3	0.1	94	7
COc1ccc(CCNC(=O)c2ccc(OCC(=O)N3CCOCC3)c(OC)c2)cc1	-1.8	15	-23	0	-14	0	0.0	100	11
CCN1CCN(C(=O)CCN2C(=O)COc3ccc(C)cc32)CC1	0.1	-1	-1	4	0	8	-0.2	88	9
COc1ccc(Cl)cc1NC(=O)CN1C(=O)NC(C)(Cc2ccc(OC)c(OC)c2)C1=O (stereo not drawn)	·	5	1	·	3	-3	-0.4	96	·
CCn1c(CCNC(=O)c2cccs2)nnc1SCC(=O)c1ccc(OC)cc1	0.1	2	-30	-5	-31	4	0.5	124	-6
CN(CC(=O)NCCc1ccc(S(N)(=O)=O)cc1)Cc1ccc(Cl)cc1Cl	-0.2	6	0	-2	3	3	0.0	116	3
CCOC(=O)/C=C1\NC(C)(C)Cc2cc(OC)c(OC)cc21	-0.3	16	2	0	5	1	-0.1	106	0
O=C(c1ccc(Cl)c([N+](=O)[O-])c1)N1CCN(S(=O)(=O)c2ccc(Cl)cc2)CC1	·	-10	5	·	4	-5	0.0	84	·
CC12CC(NC(=O)N1c1cccc(C(=O)N3CCN(c4ccccc4)CC3)c1)c1ccccc1O2 (stereo not drawn)	-1.5	-3	1	-1	18	5	0.1	103	2
COc1ccccc1NC(=O)c1cccc(N2C(=O)C3C4C=CC(C4)C3C2=O)c1 (stereo not drawn)	-1.2	-2	-3	5	-1	2	-0.1	99	9
CCCCn1c(N)c(N(CC(C)C)C(=O)c2ccc(S(=O)(=O)N3CCC(C)CC3)cc2)c(=O)[nH]c1=O	0.1	5	-21	0	-9	4	0.0	113	-12
CCCCOc1ccc(-c2cnc3ccccc3n2)cc1	1.1	14	-1	0	9	4	-0.1	104	7
Cc1cc(NC(=O)CSc2nc(C(C)C)nc3ccccc23)no1	-5.2	10	3	1	2	-7	0.1	119	-1
Cc1ccc(C)c(NC(=O)C2CCCN2/C=C/C(=O)C(F)(F)F)c1 (stereo not drawn)	3.2	5	-5	0	2	-2	0.1	102	-8
O=C(Nc1ccccc1)C1CCCN(C(=O)c2ccc(F)cc2)C1 (stereo not drawn)	·	-2	10	·	7	4	-0.1	109	·
Cc1cc2c(s1)c1cnn(Cc3ccccc3F)c(=O)c1n2C	-4.8	-5	-3	-3	-5	-6	0.0	101	4
NC(=O)c1ccc(Oc2cccc3cccnc23)c([N+](=O)[O-])c1	-3.8	-9	29	4	33*	6	0.1	99	-3
COc1ccc(NS(=O)(=O)c2ccc(N3C(=O)CCC3=O)cc2)cc1	0.1	2	0	0	2	3	0.3	107	1
CCCOc1cccc(OCC(=O)Nc2nc3ccccc3[nH]2)c1	4.4	7	7	-3	1	7	0.1	96	-3
c1ccc(-n2cnnc2SCc2cn3ccccc3n2)cc1	-3.7	25	6	2	1	7	-0.2	116	-1
CN(CC(=O)Nc1cccc(F)c1)C(=O)c1cn(-c2ccccc2)nc1-c1cccs1	0.2	-18	4	1	5	0	2.6	101	0
COc1ccccc1NC(=O)Nc1nc(CC(=O)Nc2ccc(F)c(F)c2)cs1	0.0	-8	1	20*	-1	9	-0.1	112	26
Cc1ccc(C)c(Oc2coc3cc(OC(=O)c4cccs4)ccc3c2=O)c1	0.5	18	-1	-9	-1	-1	0.1	92	6
CCN(CC)CCn1c(NC(=O)c2ccc(C)cc2)nc2ccccc21	0.0	-2	-3	-2	-1	4	0.0	102	-6
O=C(CSc1nnc(Cc2cc(=O)[nH]c(=O)[nH]2)n1-c1ccc(F)cc1)NC1CCCC1	-11	14	17	-2	16	16	0.1	98	1
CC(=O)NC1=NN(C(C)=O)C2(S1)C(=O)N(C(C)=O)c1ccc(C)cc12 (stereo not drawn)	-3.1	-1	-4	2	1	6	0.0	87	6
FC(F)Oc1ccc(NC(=S)NCc2ccccc2)cc1	0.3	-4	18	4	11	2	0.0	100	2
O=C(c1cc([N+](=O)[O-])ccc1Cl)N1CCN(c2ccc(F)cc2)CC1	-5.6	-15	8	2	5	7	0.0	109	0
O=C(NCC(c1cccs1)N1CCOCC1)c1ccc(Cl)c(S(=O)(=O)N2CCOCC2)c1 (stereo not drawn)	0.0	1	0	2	-1	4	1.1*	101	-2
Cc1ccc(C(=O)Nc2nnc(SCC(=O)N3CCCc4ccccc43)s2)cc1	-0.3	1	-3	1	3	7	-1.4	100	-8
COc1ccc(/C=N/NC(=O)C(C)n2cnc3ccccc3c2=O)cc1OC (stereo not drawn)	-2.1	-9	1	-6	-2	1	0.1	115	-2
O=C(NN1C(=O)c2ccccc2NC1c1ccoc1)c1ccccc1 (stereo not drawn)	-1.8	-4	-5	-1	-7	3	0.3	101	-7
Cc1noc(C)c1CCC(=O)O	-0.1	-7	-6	3	1	-3	0.1	97	-3
Cc1ccnc(SCc2ccc(C(=O)O)cc2)n1	0.1	-1	2	2	3	2	0.0	105	0
Cc1ccc(C)c(NC(=S)NC(NC(=O)/C=C/c2ccccc2)C(Cl)(Cl)Cl)c1 (stereo not drawn)	0.3	7	1	-26	4	3	-0.1	91	6
Cc1ccc(C)c(N2CCN(S(=O)(=O)c3ccc4c(c3)NC(=O)CS4)CC2)c1	1.3	0	4	-10	2	6	0.4	129	5
CN1CCOCCOCCN(C)C(=O)N2CCOCCOCCN(CCOCC2)C1=O	-1.5	5	3	-2	2	-1	0.0	97	12
Cc1ccc(CCNC(=O)CN2C(=O)COc3ccc(S(=O)(=O)N4CCCCC4)cc32)cc1	1.3	-6	-2	-2	5	-6	-0.1	81	-1
CCC(C)NC(=O)CSc1nc2ccccc2c(=O)n1CCCN1CCCCC1 (stereo not drawn)	-2.3	3	10	3	3	6	0.1	88	-4
O=S(=O)(Cc1ccc(Cl)cc1)NCC1CCCO1 (stereo not drawn)	1.2	-8	-7	-7	-1	5	0.3	110	0
O=C(CN(C(=O)c1ccccc1Cl)N1C(=O)CCCC1=O)c1ccc(Cl)cc1	2.8	4	10	2	5	2	-0.1	95	-3
CC(C)CNC(=O)NC(=O)COc1c(F)c(F)cc(F)c1F	-0.6	11	-19	3	-11	5	0.3	104	0
CCN1C(=O)[C@@H]2[C@H](C1=O)[C@@H]1C(=O)Nc3ccccc3C(=O)N1[C@@H]2c1ccc(OC)cc1	-3.7	15	8	2	12	10	0.0	98	4
COc1cccc(SCc2noc(C(=O)NCc3ccccc3)c2C(=O)NCc2ccccc2)c1	-0.6	5	0	1	-2	-7	0.1	101	3
CC(C)C[C@H](NC(=O)NCCc1ccc(Cl)cc1)C(=O)O	-1.1	-4	1	0	4	0	0.0	95	-2
CCN(CC)S(=O)(=O)c1ccc(N/N=C/c2ccccc2OCC(=O)O)c([N+](=O)[O-])c1	0.5	7	10	5	7	5	-0.1	72	11
CC(C)=C1C2CCC1C1C(=O)N(c3ccc(C)c(C)c3)C(=O)C21 (stereo not drawn)	-1.4	-5	1	1	2	3	0.1	98	6
CCOC(=O)C1=C(c2ccccc2)Nc2nc(C)nn2C1c1cccc(OC)c1OC (stereo not drawn)	-0.2	-10	7	0	3	2	0.0	97	2
CC(=O)c1c(C)[nH]c(C(=O)OCc2ccccc2F)c1C	1.4	21	0	0	4	-1	0.0	108	9
COC(=O)C1C(c2ccc(OC)cc2)NC(=O)NC1(O)C(F)(F)Cl (stereo not drawn)	0.7	7	-3	-2	0	-2	-0.1	106	-2
C(=N\N1CCN(c2ccccn2)CC1)/C1=C(N2CCOCC2)C(=C/c2ccccc2)/CC1	0.6	-4	-7	9	0	7	0.0	101	-4

The listing continues:
SMILES	MEX-5 binding	ZTA DNA inh	MCL1-BIM inh	Fam108B counter	BCLXL inh	GLD-1 TGE inh	Efflux pump inh	CR mimetic SO	EBNA-1 inh
CCCC(c1nnnn1C(C)(C)CC)N1CCN(C2CCCC2)CC1 (stereo not drawn)	·	2	6	-1	0	4	0.0	115	-1
O=C(CNC(=O)c1ccccc1Cl)N/N=C/c1ccc([N+](=O)[O-])s1	-4.2	5	8	-2	5	4	0.0	150	-8
CC(C)(C)C(=O)Nc1ccc(N2CCCC2)cc1	1.3	7	11	5	1	-1	-0.1	87	-5
CN1CCN(C(=O)C(C(=O)c2ccc(F)cc2)n2ccccc2=O)CC1 (stereo not drawn)	2.4	-24	2	1	4	6	-0.1	99	-3
CCCC(=O)N(c1ccc2oc(C)c(C(C)=O)c2c1)S(=O)(=O)c1ccc(C(=O)O)cc1	-1.4	10	2	0	2	2	0.5	89	-8
Cc1ccc2[nH]c(=O)c(CN(Cc3ccco3)C(=O)CN3CCCC(C)C3)cc2c1 (stereo not drawn)	-0.7	6	-6	1	-3	4	0.0	96	0
O=C(O)c1ccc(-n2nc(C(F)(F)F)c3c2-c2ccoc2CC3)cc1	-1.2	-8	0	-1	3	-6	0.5	119	-11
N#Cc1c(NC(=O)Cn2c(=O)oc3ccccc32)oc(-c2ccccc2)c1-c1ccccc1	-1.1	4	8	-8	6	8	-0.2	116	-3
Cn1c(Cc2ccc3c(c2)OCO3)nnc1SCC(=O)N1CCc2ccccc2C1	0.9	3	1	-3	-3	0	0.2	91	1
O=C(O)CCNc1ccc(Cl)cc1	-1.1	1	4	2	1	-3	-0.1	84	11

Fetched by compound from the list above (4):
SMILES	MEX-5 binding	ZTA DNA inh	MCL1-BIM inh	Fam108B counter	BCLXL inh	GLD-1 TGE inh	Efflux pump inh	CR mimetic SO	EBNA-1 inh
O=C(O)c1ccc(-n2nc(C(F)(F)F)c3c2-c2ccoc2CC3)cc1	-1.2	-8	0	-1	3	-6	0.5	119	-11
N#Cc1c(NC(=O)Cn2c(=O)oc3ccccc32)oc(-c2ccccc2)c1-c1ccccc1	-1.1	4	8	-8	6	8	-0.2	116	-3
Cc1ccc2[nH]c(=O)c(CN(Cc3ccco3)C(=O)CN3CCCC(C)C3)cc2c1 (stereo not drawn)	-0.7	6	-6	1	-3	4	0.0	96	0
Cn1c(Cc2ccc3c(c2)OCO3)nnc1SCC(=O)N1CCc2ccccc2C1	0.9	3	1	-3	-3	0	0.2	91	1
